Screening results: PubChem, several laboratories
MEKK2 mut-MEK5 = MEK5 binding signal on mutant MEKK2 PB1, primary screen, biochemical, multiplex bead flow cytometry, Alexa488-MEK5 | Alexa488-MEK5 binding to MEKK2 mutant | AID 1530, 2009 | 290,000 compounds, 0.35% hits | percent response, % at 10 µM; in the data active means percent response above about 24%, passing the limit was not always enough; further: inactives centre near 1; some results filed as inactive read as strong as hits; reference of the scale not given here
MEKK2wt PB1 HTS = modulators of MEK5 binding to wildtype MEKK2, primary screen, biochemical, multiplex bead flow cytometry, Alexa488-MEK5. Alexa488-MEK5 binding to MEKK2 WT; actives lie on both sides. binding response (% of control), % at 10 µM. 290,000 compounds, 1.1% hits; in the data active means binding response below about 67% or above about 130%; inconclusive means no clear call, values can overlap the other calls; inactive means in between
OXTR agonist = human OXTR agonists, primary screen, fluorescence, CHO-OTR cells, Fluo-8 calcium. Fluo-8 calcium fluorescence; normalized: DMSO 0%, oxytocin 100%. activation, % at 3 µM. 320,000 compounds, 0.32% hits;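 active means activation above the mean of all tested compounds plus 3 SD, cutoff set per screening run, cut at about 20% in these data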;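 further: peak over basal fluorescence ratio from a 100 s FLIPR kinetic read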
Target sequence (P30559 whole entry, looked up): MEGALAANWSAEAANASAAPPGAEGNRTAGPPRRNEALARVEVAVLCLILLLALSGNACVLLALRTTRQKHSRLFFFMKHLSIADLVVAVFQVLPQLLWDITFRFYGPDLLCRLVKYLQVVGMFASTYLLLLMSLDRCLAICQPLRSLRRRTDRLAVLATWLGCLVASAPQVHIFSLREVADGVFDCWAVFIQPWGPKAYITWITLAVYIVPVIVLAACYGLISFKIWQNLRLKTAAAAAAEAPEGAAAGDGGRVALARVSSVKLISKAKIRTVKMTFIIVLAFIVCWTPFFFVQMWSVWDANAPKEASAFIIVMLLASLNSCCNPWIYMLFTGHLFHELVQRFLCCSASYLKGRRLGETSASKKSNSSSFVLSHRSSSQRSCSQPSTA
MEKK3 PB1 HTS = modulators of MEKK3-MEK5 PB1 binding, primary screen, biochemical, wildtype MEKK3, multiplex bead flow cytometry, Alexa488-MEK5; Mitogen-activated protein kinase kinase kinase 3 (Homo sapiens), Q99759; bead-based flow cytometry, Alexa488-MEK5 binding to MEKK3; actives lie on both sides; 0 = blocked by unlabeled MEK5, 100 = vehicle; binding response (% of control), % at 10 µM; 290,000 compounds, 1.4% hits;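 active means binding response more than 3 SD above or below the average of its plate-row segment, actives on both sides; inconclusive means wells at one plate position flagged as instrument error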;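 further: Alexa488 bead fluorescence after subtracting the streptavidin-only scavenger bead signal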
GPR7 antag = GPR7 receptor antagonists, primary screen, cell-based, fluorescence, single concentration; 290,000 compounds, 1.1% hits; GPR7-expressing cells, fluorescence antagonist assay; AID 1861, 2009; Neuropeptides B/W receptor type 1 (Homo sapiens), P48145; inhibition, % at 4.4 µM; in the data active means inhibition above about 16%, passing the limit was not always enough;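 further: cells stimulated with the agonist NPW; 0% = agonist with vehicle and 100% = vehicle without agonist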
V1R ag counter = agonists of human V1a receptor, primary screen, counter-screen for OXTR agonist project, fluorescence, CHO-V1R cells. Vasopressin V1a receptor (Homo sapiens), P37288. Fluo-8 calcium fluorescence, agonist mode; 0% DMSO, 100% 3 nM vasopressin. activation, % at 3 µM. 320,000 compounds, 0.25% hits. AID 2797, 2010;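 active means activation above the mean activation of all tested compounds plus 3 SD, per screening run, cut at about 20% in these data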;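 further: signal is peak over basal fluorescence ratio across a 100 second FLIPR read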
Target sequence (P37288 whole entry, looked up): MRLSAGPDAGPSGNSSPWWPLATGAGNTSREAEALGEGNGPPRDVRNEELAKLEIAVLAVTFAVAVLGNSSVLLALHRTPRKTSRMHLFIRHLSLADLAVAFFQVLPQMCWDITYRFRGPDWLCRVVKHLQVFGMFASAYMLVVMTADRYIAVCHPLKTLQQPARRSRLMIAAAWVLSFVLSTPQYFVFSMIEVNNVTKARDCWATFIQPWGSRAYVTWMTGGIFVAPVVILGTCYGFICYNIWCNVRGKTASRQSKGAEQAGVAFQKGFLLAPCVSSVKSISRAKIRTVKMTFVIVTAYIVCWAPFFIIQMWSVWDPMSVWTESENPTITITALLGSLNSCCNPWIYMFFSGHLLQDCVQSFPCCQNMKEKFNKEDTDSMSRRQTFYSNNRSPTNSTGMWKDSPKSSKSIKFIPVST
PHOSPHO1 block = PubChem AID 1565 | Phosphoethanolamine/phosphocholine phosphatase (Homo sapiens), Q8TCT1 | recombinant PHOSPHO1, absorbance phosphatase assay | inhibition, % at 13.3 µM | 290,000 compounds, 1.1% hits; in the data active means inhibition above about 60%
Target sequence (Q8TCT1 whole entry, looked up): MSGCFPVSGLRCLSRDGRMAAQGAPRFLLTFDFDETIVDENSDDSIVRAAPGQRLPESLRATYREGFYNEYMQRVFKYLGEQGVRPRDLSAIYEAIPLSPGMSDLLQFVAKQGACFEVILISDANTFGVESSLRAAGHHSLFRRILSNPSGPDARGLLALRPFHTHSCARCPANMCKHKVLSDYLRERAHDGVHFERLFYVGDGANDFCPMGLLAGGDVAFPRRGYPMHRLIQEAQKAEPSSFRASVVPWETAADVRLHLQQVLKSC
GalR3 antagonist = GalR3 antagonists in HEK293 cells, primary screen, cell-based, fluorescence readout; Galanin receptor type 3 (Homo sapiens), O60755; HEK293 GalR3-CNG cAMP membrane potential fluorescence; galR3 body fused to GalR1 C-terminus; inhibition, % at 3 µM; 360,000 compounds, 0.44% hits;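 active means inhibition above the screen-wide average plus 3 SD, cut at about 13% in these data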;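 further: forskolin and galanin both at EC90 stimulate the cells; cAMP rise reported by CNG channel membrane potential dye signal; 0% = forskolin plus galanin with DMSO and 100% = forskolin alone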
NALP1 inh = NALP1 inflammasome inhibitors in reconstituted yeast, colorimetric, S. cerevisiae, triplicate retest. 280,000 compounds, 0.61% hits. AID 2071, 2009. S. cerevisiae NALP1/ASC/caspase-1 growth, X-gal OD620, 72 h. inhibition, % at 10 µM; in the data active means inhibition mostly above about 24%, no sharp cut-off; inactive means mostly below about 32%; further: some compounds called inactive have numbers as strong as hits
Active calls of the source: *; ? = inconclusive; . = no result given.

SMILES	MEKK2 mut-MEK5	MEKK2wt PB1 HTS	OXTR agonist	MEKK3 PB1 HTS	GPR7 antag	V1R ag counter	PHOSPHO1 block	GalR3 antagonist	NALP1 inh
CCOC(=O)NC(=O)C(=CNc1ccccc1OC)C(=O)NC(=O)OCC	0	96	0.3	97	-5	-0.2	9	2	14
COc1ccc(NC(=O)CSc2nc3nc(C)cc(C)n3n2)cc1	-1	97	0.3	97	-8	1.1	46	-9	-2
C/C(=N\Nc1ccc(C(=O)O)cc1)c1nc2ccccc2n1C	8	102	0.6	103	-15	1.0	-1	.	20
Cc1ccc(CC2CC(=O)N(c3cc(C)on3)C2=O)cc1 (configuration not stated)	8	109	1.1	101	9	1.3	-9	2	-11
CCCn1c(N)c(N(CCOC)C(=O)c2ccccc2F)c(=O)[nH]c1=O	1	101	0.7	98	-9	0.7	19	-6	19
O=C1Nc2ccccc2C1(c1ccccc1)c1ccccc1	2	100	2.0	103	-20	4.9	-1	-7	8
CCOC(=O)C1C(=O)NC(N2CCc3ccccc32)=NC1c1ccccc1 (configuration not stated)	6	105	-0.7	105	-12	0.3	-20	1	-7
COc1ccc(C2CC(=O)n3c(nc4ccccc43)S2)cc1OC (configuration not stated)	-1	100	0.5	96	-1	0.2	-29	-2	-11
COc1ccc(C(=O)NCC(=O)N/N=C/c2cccnc2)cc1	-2	94	1.0	97	-11	0.6	34	-4	-24
Cc1cccc2nc(CSc3nc4ccccc4o3)cn12	-1	103	-1.1	102	-4	-0.1	0	-5	25
O=C(COC(=O)[C@@H]1CCCN1C(=O)c1cccs1)NCCc1ccccc1	-4	100	-2.0	101	-14	4.5	11	-4	-8
Cn1c(=O)c2ncn(CC(=O)N=Nc3c(O)[nH]c4ccccc34)c2n(C)c1=O	-5	?	0.1	?	4	0.1	53	.	9
c1cncc(-c2nc3ccccn3c2Nc2ccc3c(c2)OCCO3)c1	.	.	-1.0	.	3	0.1	-4	.	-3
c1nc(N2CCCCC2)c2[nH]cnc2n1	6	116	0.3	115	-4	0.6	-1	2	26
COC(=O)c1sccc1NC(=O)c1ccc(OC)c([N+](=O)[O-])c1	2	101	0.9	108	-3	0.6	56	1	-7
CC(=O)c1ccc(-n2cc(C#N)c(=O)[nH]c2=O)cc1	5	109	-0.3	104	-9	0.9	31	-8	10
CCN1CCN(CCCNC(=O)c2ccc(/C=C3/Sc4ccccc4N(Cc4ccccc4F)C3=O)cc2)CC1	40	177*	11	102	3	8.9	-13	-5	9
CC(C)CNC(=S)NC(=O)c1csc([N+](=O)[O-])c1	3	105	-3.1	104	1	-1.8	13	-1	12
CSc1nc(N2CCOCC2)c2c(c1C#N)CC(C(C)C)OC2 (configuration not stated)	13	108	.	110	-18	.	44	-7	-5
Cc1cc(=O)n(-c2ccc(C(=O)O)cc2)[nH]1	-11	93	-0.3	104	3	0.1	-18	-1	5
N/C(=N\OC(=O)Cc1ccc(-c2ccccc2)cc1)c1ccncc1	-11	77	-1.2	79	8	-0.2	27	-4	20
Cc1c(C(=O)N2CCOCC2)cc(C(C)(C)C)n1-c1ccccc1	7	101	-2.4	102	-20	-0.3	52	-2	-2
CCn1nnnc1SCC(=O)Nc1ccc(N(C)C)cc1	2	101	0.7	99	-16	-0.2	-30	-9	3
COCCn1c(NCc2ccco2)nc2c1c(=O)[nH]c(=O)n2C	-1	99	-0.5	99	2	0.2	23	0	-1
CCCn1c(SCC(=O)NCc2ccc(OC)cc2)n[nH]c1=O	-2	98	-0.2	99	-6	0.7	27	-2	-3
(list continues)
SMILES	MEKK2 mut-MEK5	MEKK2wt PB1 HTS	OXTR agonist	MEKK3 PB1 HTS	GPR7 antag	V1R ag counter	PHOSPHO1 block	GalR3 antagonist	NALP1 inh
Cc1cc2c(ccc3[nH]onc32)n1	3	103	5.0	107	-6	2.2	-22	-1	23
CCOC(=O)C1CCN(C(=O)Cn2cc(C#N)c3ccccc32)CC1	5	103	0.1	101	-11	1.6	-3	-4	14
CN=C1S/C(=C\c2ccc(N3CCOCC3)cc2C)C(=O)N1C	-2	100	-0.7	100	-7	0.1	-12	-2	24
COc1ccccc1CNC(=O)c1ccccc1NC(=O)C1=C(C)OCCS1	-3	93	-1.1	93	-22	-0.1	10	-2	-6
CCC(C)n1c(=S)[nH]c2c(sc3ccc([N+](=O)[O-])cc32)c1=O (configuration not stated)	-1	93	2.4	101	-1	1.8	13	0	14
CCn1c(SCC(=O)c2ccc(OC)cc2)nnc1C1CC1	1	114	-1.2	112	-4	0.0	-26	2	10
COC(=O)CSc1nc(NC(C)C)nc(N(C)C)n1	-10	85	-1.9	92	-4	0.0	26	-1	-8
COCCN(C(=O)C1=COCCO1)c1c(N)n(Cc2ccccc2)c(=O)[nH]c1=O	6	106	-0.6	105	-11	0.4	47	4	2
COc1ccc(OCCCN(C)Cc2ccccc2)cc1	4	105	0.0	103	-7	-1.0	3	-4	38*
CCOc1cccc(-c2c(C(=O)N/N=C/c3ccncc3)nnn2-c2nonc2N)c1	-6	102	1.6	105	4	3.3	17	4	16
Cc1ccc(N(C(=O)CCC(=O)Nc2cc(C)on2)C(C(=O)NC2CCCC2)c2ccncc2)cc1 (configuration not stated)	.	.	-1.0	.	-4	-0.3	9	6	-8
CCN1CNC(=S)N(C(C)c2ccccc2)C1 (configuration not stated)	9	95	0.5	90	-6	-0.6	-1	0	19
COc1ccc(C2CC3(CC(C)(C)NC(=S)N3)Oc3cc(O)cc(C)c32)cc1 (configuration not stated)	-1	96	-0.5	100	-7	1.5	-4	2	2
Cc1nn(Cc2c(Cl)cccc2Cl)c(C)c1NC(=O)/C=C/c1cnn(C)c1C	2	102	1.3	104	1	0.8	50	-4	-2
COc1ccc(C(C(=O)NC(C)(C)C)N(C(=O)CCC(=O)Nc2cc(C)on2)c2ccccc2F)cc1 (configuration not stated)	-2	96	-1.6	102	-12	0.1	39	-9	15
Cc1cc2oc(=O)cc(CN3CCN(Cc4ccccc4)CC3)c2cc1O	-4	102	4.3	94	5	1.5	-12	-3	7
COc1ccc(C)cc1N(CC(=O)NC1CCCC1)C(=O)CCC(=O)Nc1nc(C)cs1	6	103	5.9	103	6	4.4	20	-9	15
O=C(NCCS(=O)(=O)N1CCN(c2ccccc2)CC1)C1CC(=O)N(c2ccccc2)C1 (configuration not stated)	-2	101	1.2	102	0	1.1	27	-1	19
O=c1c2c3c(sc2nc(NCCO)n1Cc1ccco1)CCCCC3	-1	101	3.1	92	-8	1.3	-18	-4	33
c1ccc2c(c1)CCCN2Cc1nnnn1CC1CCCO1 (configuration not stated)	-6	92	0.9	97	-5	0.7	-4	0	1
Cc1cc(NS(=O)(=O)c2ccc(NC(=O)CCCOc3ccccc3C)cc2)nc(C)n1	5	100	-0.7	100	-9	-1.3	27	-9	10
Cc1ccc(/C=C/C(=O)Nc2ccc(S(=O)(=O)Nc3onc(C)c3C)cc2)cc1	1	98	-0.4	99	-8	0.7	46	-8	-13
COc1cccc2cc(S(=O)(=O)c3ccccc3)c(=Nc3ccc4c(c3)OCCO4)oc12	-1	101	0.2	99	-3	0.5	1	2	15
CC1(C)CC(=O)c2cc(O)ccc2O1	1	101	0.3	82	-5	0.0	-8	0	20
Cc1ccc(-n2c(=O)c3sccc3n(CC(=O)NCc3ccco3)c2=O)cc1	5	102	-0.5	103	-3	0.0	-7	-8	22

MEKK2wt PB1 HTS, hit marks shown above
Compound,MEKK2 mut-MEK5,MEKK2wt PB1 HTS,MEKK3 PB1 HTS,GPR7 antag,PHOSPHO1 block,GalR3 antagonist,NALP1 inh
CCN1CCN(CCCNC(=O)c2ccc(/C=C3/Sc4ccccc4N(Cc4ccccc4F)C3=O)cc2)CC1,40,177*,102,3,-13,-5,9

Remaining list, next part.
SMILES	MEKK2 mut-MEK5	MEKK2wt PB1 HTS	OXTR agonist	MEKK3 PB1 HTS	GPR7 antag	V1R ag counter	PHOSPHO1 block	GalR3 antagonist	NALP1 inh
CCOC(=O)C1CCCN(Cc2cccc(Oc3ccccc3)c2)C1 (configuration not stated)	8	104	-2.5	101	-12	-0.3	3	-11	11
COc1ccc(OCC(O)CNC(=O)/C=C/c2cccc([N+](=O)[O-])c2)cc1 (configuration not stated)	-1	102	-0.7	105	-6	1.2	29	-4	2
Cc1cccc(-c2nnc(SCC(=O)N3CCCC3)o2)c1	2	98	1.4	101	-1	2.1	37	-2	15
Cc1cc(NC(=O)c2ccccc2F)n(C(C)(C)C)n1	-14	91	-0.1	93	-10	0.9	38	-5	7
Cc1nn(-c2ccccc2)c2sc(C(=O)OCc3nnc(-c4ccccc4)o3)cc12	-2	99	0.2	103	-4	-0.1	26	-3	1
CC(=O)Nc1cc(C(=O)N2CCN(C)CC2)ccc1Sc1ccc(C)cc1	7	108	0.9	101	-8	0.0	5	-4	5
Cc1cc(C)c2cc(C(c3nnnn3C3CCCC3)N3CCOCC3)c(=O)[nH]c2c1 (configuration not stated)	2	99	1.7	102	15	0.1	103*	0	32
CCOc1ccc(N(C(C)C(=O)N2CCCCCC2)S(C)(=O)=O)cc1 (configuration not stated)	6	106	-0.9	104	-13	1.5	45	-5	-1
O=C(CCCSc1nc2ccccc2[nH]1)NC(c1ccccc1)c1ccccc1	1	101	-1.6	112	-7	-1.1	-11	-9	8
Cn1c(=O)c2c(nc(N3CCN(c4ccccn4)CC3)n2Cc2ccc(Cl)cc2Cl)n(C)c1=O	.	.	1.1	.	-4	0.4	29	5	2
CC(C)(C)NC(=O)c1cc(NC(=O)c2ccco2)cc(NC(=O)c2ccco2)c1	-4	97	0.2	101	3	0.2	9	-4	4
CNC(=O)COc1ccc(Nc2nnc(C)c3ccccc23)cc1	-4	98	-0.2	95	-9	1.3	-6	-6	3
CCOC(=O)/C=c1\s/c(=C\c2c(OC)ccc3ccccc23)c(=O)n1CC(=O)NCC1CCCO1 (configuration not stated)	3	93	-0.3	99	3	1.2	10	-7	8
Cc1cccc(Nc2c([N+](=O)[O-])cc(C(=O)N3CC(=O)Nc4ccccc43)cc2[N+](=O)[O-])c1	-12	82	-2.5	99	-14	-1.0	-32	-1	3
Cc1ccc(C(CCNC(C)c2cccs2)c2ccco2)cc1 (configuration not stated)	10	115	2.7	99	-2	1.7	25	-4	0
COC(=O)c1sc(-c2ccc(C(C)(C)C)cc2)cc1NC(=O)/C=C/C(=O)O	-1	88	22*	102	1	28*	32	-1	.
O=C(Nn1cc(C(=O)N2CCN(c3ccccc3F)CC2)c2ccccc2c1=O)c1cnccn1	.	.	0.9	.	0	2.3	-3	-1	13
Clc1ccc(-c2noc(CCCOc3ccccc3)n2)cc1	4	104	-0.1	104	-9	0.0	24	.	-6
COc1ccc(-c2cc(C(=O)N3CCCCCC3)c3ccccc3n2)c(OC)c1	7	102	-0.8	104	9	-0.9	6	-1	9
